# Compound activity deposited in PubChem by National Center for Advancing Translational Sciences (NCATS).
# CCT chaperon mod: High-Throughput Screening for Modulators of Cytosolic Chaperonin Activity. 360,000 compounds, 0.3% hits. activity change, % (concentration not given with the values), hits read low. AID 651819, 2012. purified chaperonin ATPase assay, HTRF ADP detection, 30 min; in the data active means activity change below about -30%; further: on the % scale 0 is the no-effect control and ±100 the full control effect
#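 Nucleotide hydrolysis assay: TRiC at 20–40 nM final (set by batch activity) with 10 uM ATP, 30 min at 37 °C, in presence of 76 uM compound. Detection by competitive ADP HTRF, 30 min ambient.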
# EPAC2 agonist: qHTS for Agonist of cAMP-regulated guanine nucleotide exchange factor 4 (EPAC2): primary screen | EPAC2 activation, biochemical qHTS; response scale: 100% = 6.5 mM cAMP response | 360,000 compounds, 0.079% hits | Potency, µM (titrated, usually from 154 µM), without a hit: at the highest dose activation, hits mostly activators; further: potency means the concentration at half of the fitted maximal effect; nearly all actives have a fitted effect of over 50% in size
#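 Compounds were titrated in qHTS against a Rap1B-BODIPY-GDP (250 nM) complex with EPAC2 (100 nM) and GDP (50 uM). BODIPY-GDP release tracked at 480/540 nm over 30 min at room temperature, normalized to 6.5 mM cAMP.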
# PTHR1 ag: qHTS for PTHR1 Agonists: Primary Screen. 410,000 compounds, 0.075% hits. Potency, µM (doses to about 115 µM), without a hit: at the top dose activation, actives largely listed as activators. AID 743266, 2014. HEK293 GP2 PTHR1 cells, GloSensor cAMP luminescence, 1 h; further: potency means the concentration at half of the fitted maximal effect; nearly all actives have a fitted effect of over 55% in size; some results filed as inactive show a strong effect at the top dose; inactives centre near -15; many of its hits are not listed in these tables
# Target sequence (Q03431 whole entry, looked up): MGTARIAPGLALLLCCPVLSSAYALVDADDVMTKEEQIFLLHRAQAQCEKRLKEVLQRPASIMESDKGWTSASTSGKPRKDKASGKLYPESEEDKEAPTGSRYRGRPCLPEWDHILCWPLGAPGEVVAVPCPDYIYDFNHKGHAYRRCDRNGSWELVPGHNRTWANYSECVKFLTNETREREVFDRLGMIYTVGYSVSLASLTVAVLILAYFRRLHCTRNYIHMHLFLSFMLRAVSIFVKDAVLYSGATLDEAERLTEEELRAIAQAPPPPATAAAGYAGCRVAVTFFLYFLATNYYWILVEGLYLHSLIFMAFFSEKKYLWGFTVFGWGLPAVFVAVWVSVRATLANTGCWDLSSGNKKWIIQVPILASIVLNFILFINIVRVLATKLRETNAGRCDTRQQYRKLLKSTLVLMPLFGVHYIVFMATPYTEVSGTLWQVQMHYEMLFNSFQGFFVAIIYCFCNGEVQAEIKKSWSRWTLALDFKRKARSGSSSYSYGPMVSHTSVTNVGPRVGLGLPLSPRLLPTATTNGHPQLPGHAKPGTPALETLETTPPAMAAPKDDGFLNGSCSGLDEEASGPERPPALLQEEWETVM
#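 HEK-293-derived GP2 cells expressing PTHR1 and a GloSensor cAMP reporter, 3,000/well, plated overnight, given luciferin plus IBMX (each 0.5 mM as added) for 1 h at 37 °C, then compound for 1 h at 37 °C. Luminescence was read after 15 min at room temperature.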
# Akt phos inh: HTS Assay for Inhibitors of Akt Phophorylation: Primary Screen; Neuro2A IGF-stimulated pAkt S473 HTRF, 20 min; stronger effect = lower value; activity change, % for hits at 50 µM; 360,000 compounds, 0.32% hits; AID 651550, 2012; in the data active means activity change below about -80%; inconclusive means mostly about -51% to -80%; further: on the % scale 0 is the no-effect control and ±100 the full control effect
#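 Neuro2A cells (4,500/well, DMEM with 0.5% FBS) were treated with compound at a single 50 µM final concentration, stimulated with 6 nM IGF for 20 min at 37 °C, and lysed. Phospho-Akt Ser473 was read by HTRF as 665/615 ratio ×10^4.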
# DRD3 antagonist: qHTS of D3 Dopamine Receptor Antagonist: qHTS; D(3) dopamine receptor (Homo sapiens), P35462; D3R cells, DiscoveRx beta-arrestin luminescence, antagonist mode; stronger effect = lower value; max response, negative = inhibition, %; 360,000 compounds, 2.5% hits; AID 652054, 2013; in the data active means max response below about -50%; inconclusive means no clear call, values can overlap the other calls; further: on the % scale 0 is the no-effect control and ±100 the full control effect; mostly tested at two doses, the higher about 12 µM
# Target sequence (P35462 whole entry, looked up): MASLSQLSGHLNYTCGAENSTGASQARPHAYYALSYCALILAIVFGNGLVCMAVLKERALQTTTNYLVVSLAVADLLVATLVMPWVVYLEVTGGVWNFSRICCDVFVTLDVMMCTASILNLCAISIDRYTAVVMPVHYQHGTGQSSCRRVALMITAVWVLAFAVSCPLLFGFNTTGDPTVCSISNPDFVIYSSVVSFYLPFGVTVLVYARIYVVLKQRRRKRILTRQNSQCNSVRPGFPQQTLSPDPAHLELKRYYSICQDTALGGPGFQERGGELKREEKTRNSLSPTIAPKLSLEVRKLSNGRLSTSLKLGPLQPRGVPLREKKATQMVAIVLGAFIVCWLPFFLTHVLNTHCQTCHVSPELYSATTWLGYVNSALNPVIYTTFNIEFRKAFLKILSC
#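 Cells plated overnight at 1500 cells/well, then exposed to library compounds with dopamine controls for 90 minutes at 37 degrees C. DiscoveRx reagent added for 30–60 minutes at room temperature; luminescence read, quantitative HTS format.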
# MmCpn inh: Inhibitors of TCP-1 ring complex (TRiC) of Methanococcus maripaludis (MmCpn): qHTS | Chaperonin Mm-Cpn (Methanococcus maripaludis) | purified Mm-Cpn ATPase, ADP Transcreener TR-FRET | Potency, µM (titrated, usually from 76.9 µM), without a hit: at the top dose activity, negative = inhibition, hits mostly inhibitors | 330,000 compounds, 0.031% hits; further: potency means the concentration at half of the fitted maximal effect; on the % scale 0 is the no-effect control and ±100 the full control effect; nearly all actives have a fitted effect of over 80% in size
#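 ATP (10 uM final) was added to archaeal chaperonin (25 nM final) after 10 min exposure to test compound at 37°C; after 30 min further incubation, ADP was detected by competitive TR-FRET.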
# EPAC2 antagonist: qHTS for Antagonist of cAMP-regulated guanine nucleotide exchange factor 2 (EPAC2): primary screen; EPAC2 GEF exchange of Rap1B-BODIPY-GDP, fluorescence; 360,000 compounds, 0.18% hits; Potency, µM (highest dose often 114 µM), inactives show top-dose activity, negative = inhibition, actives largely listed as inhibitors; Rap guanine nucleotide exchange factor 4 (Homo sapiens), Q8WZA2; further: potency means the concentration at half of the fitted maximal effect; on the % scale 0 is the no-effect control and ±100 the full control effect; nearly all actives have a fitted effect of over 45% in size; many of its hits are not listed in these tables
# D3 ag: qHTS of D3 Dopamine Receptor Agonist: qHTS; D(3) dopamine receptor (Homo sapiens), P35462; D3R DiscoveRx beta-arrestin cells, luminescence, 90 min; max activation, %; 410,000 compounds, 0.58% hits; in the data active means max activation above about 30%; further: 0% is about no effect; mostly tested at two doses, the higher about 12 µM
#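 Agonist mode: compounds and dopamine controls were applied to plated cells for 90 min at 37 degrees C after an overnight attachment at 1500 cells/well. Luminescent read-out followed 30 - 60 minutes at room temperature with DiscoveRx detection reagent.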
# The depositor's hits bear a star; i = inactive; u = inconclusive; x = not tested or not shown; & = joins results of further samples; [ ] = remark or other dose. Unless noted, the call rests on the fitted dose curve; in most records, active means well fitted curve in the direction sought with a large enough effect; inconclusive means small, poorly fitted or top-dose-only effect, or another doubt; inactive means no such curve, though single readings can be large; an effect the other way counts as inactive or inconclusive. A portion of the library; rates above refer to the full screens.
SMILES	CCT chaperon mod	EPAC2 agonist	PTHR1 ag	Akt phos inh	DRD3 antagonist	MmCpn inh	EPAC2 antagonist	D3 ag
COc1ccc(/C(C)=N/NC(=O)Cc2ccc(Cl)cc2)cc1	-1.4	3%	i	i	-12	0%	-4%	4
Cc1ccc(CSc2nnc(C(F)(F)F)n2Cc2ccc(F)cc2)cc1	-1.4	-4%	-8%[57.5 µM]	i	29	1%	-10%	4
COc1cc2oc(=O)cc(-c3ccc(-c4ccc(F)c(Cl)c4)cc3)c2c(OC)c1OC	-2.1	2%	-56%[inhibitor]	i	21	-2%	-9%	-18
O=C(CC(C(=O)N1CCc2ccccc21)n1ccnc1)NCc1cccnc1 (stereo not drawn)	-0.3	12%	i	i	-13	2%	-3%	-36
Cc1ccc(NC(=O)CC(N)=S)cc1	1.5	6%	i	i	23	1%	-5%	3
Clc1ccccc1-c1nnc(CNC2CC2)o1	0.2	-1%	-35%[inhibitor]	i	21	1%	3%	2
CC(C)CN=Cc1c(O)c([N+](=O)[O-])cc2oc3c(c12)CCCC3	-3.4	-1%	i	i	-106*	-1%	-5%	-28
COc1ccc(C(=O)COC(=O)C(CCSC)NC(=O)COc2ccccc2)c(OC)c1 (stereo not drawn)	-2.8	16%	-2%	i	-24	0%	-10%	-9
O=C(Oc1ccc(-c2nccc(-c3ccccn3)n2)cc1)c1cccc(C(F)(F)F)c1	0.3	-9%	-9%	-96%*	73	1%	8%	5
Cc1[nH]n(-c2ccccc2)c(=O)c1N=Nc1ccc(Cl)cc1	-0.3	2%	i	i	-18	2%	-1%	-11
CC(C)CC1NC(=O)N(CC(=O)Nc2ccc3c(c2)OCCO3)C1=O (stereo not drawn)	0.0	-4%	i	i	0	0%	0%	6
CN(C=O)c1cc([N+](=O)[O-])ccc1OCc1ccccc1	2.0	5%	-13%	i	3	x	4%	-2
CC(=O)C1=C(O)C(=O)N(CCc2c[nH]c3ccccc23)C1c1ccc(O)cc1 (stereo not drawn)	0.9	3%	i	i	-11	-1%	0%	-6
COc1ccccc1NC(=O)CC(=O)Nc1ccccc1OC	-2.3	-2%	-14%	i	2	-2%	-11%	-7
c1ccc(-c2nc(N3CCN(c4ccccc4)CC3)nc(-n3ccnc3)n2)cc1	-0.7	-3%	i	i	-24	-12%	-7%	-6
Cn1c(=O)c2[nH]c(N3CCN(c4cccc(O)c4)CC3)nc2n(C)c1=O	-0.9	3%	i	i	1	-5%	5%	12
Cc1ccc(C(=O)OCC(=O)N(Cc2ccccc2)C(C)C)cc1C	-4.2	12%	-10%	i	-15	1%	-3%	-2
Cc1ccc(C(=O)Nc2ccc3c(c2)OCO3)cc1S(=O)(=O)N1CCCCC1	-1.0	14%	-89%[inhibitor][57.5 µM]	i	-17	0%	-18%	-1
CCOC(=O)c1ccccc1Nc1cc(C)nc2nc(C)nn12	-17	2%	-24%	i	-3	-2%	-2%	0
CC(C)C(NC(=O)CN(c1cccc(F)c1)S(C)(=O)=O)C(C)C	-3.4	-7%	i	i	-19	-2%	-4%	-4
CC(C)C(NS(=O)(=O)c1cccc2nsnc12)C(=O)N1CCn2c1nc1ccccc12 (stereo not drawn)	-1.8	9%	i	i	3	0%	3%	2
CCOc1ccccc1NC(=O)COC(=O)C1COc2ccccc2O1 (stereo not drawn)	-2.0	9%	i	i	-17	x	-11%	-5
CC(NC(=O)c1ccco1)C(c1cccs1)N1CCN(c2ccc(F)cc2)CC1 (stereo not drawn)	-2.4	19%	-1%[57.5 µM]	i	-3	-2%	-4%	-7
O=C(/C=C/c1ccccc1)OCCCCN=C1NS(=O)(=O)c2ccccc21	0.1	8%	i	i	1	-10%	3%	6
Nc1nnc(Cc2cccc(Br)c2)s1	-1.6	11%	i	i	-20	0%	0%	-7
COc1ccc(CNC(=O)c2cc(-c3ccccc3OC)on2)cc1	-1.8	13%	i	i	-63*	0%	0%	-29
CC1=[N+]([O-])C(C)(C)C(C)N(O)C1=O (stereo not drawn)	-3.0	9%	i	i	7	1%	1%	-2
Cn1c(=O)c2c(ncn2CC(=O)OCC(=O)Nc2sccc2C(N)=O)n(C)c1=O	0.0	6%	i	i	0	2%	7%	5
c1cncc(-c2nnc(SCc3nc4ccccc4[nH]3)o2)c1	-1.1	-1%	-3%	i	31	0%	14%	0
CC(C)C[C@@H](CN1CCCC1CN1C(=S)NC[C@@H]1Cc1ccccc1)N1C[C@H](Cc2ccccc2)N(CC2CCCCCC2)C1=S (stereo partly drawn)	0.6	-9%	-8%	i	0	x	-7%	-4
Cc1onc(-c2c(F)cccc2Cl)c1C(=O)NCc1ccccn1	-0.8	8%	i	-109%*	15	0%	-2%	-4
COC(=O)[C@@]1(Cc2ccc(OC)cc2)[C@@H]2C(=CC(=O)[C@H]2CC(=O)C(=O)N2CCCC2)CN1C(=O)c1ccccc1	0.8	-4%	-93%[inhibitor]	i	0	0%	-2%	-7
COc1ccc(CNC(=O)CN(c2ccc(OC)cc2)S(=O)(=O)c2c(C)[nH]c(=O)[nH]c2=O)cc1	0.6	1%	-49%[inhibitor]	i	-1	0%	1%	1&1
C=CCOn1c(C)c(C(C)=O)c2c3nonc3ccc21	-1.4	2%	-14%[57.5 µM]	i	1	-3%	-5%	-6
O=C(Nc1ccccc1F)c1cccc(C(=O)Nc2ccccc2F)c1	-2.6	14%	-3%	i	-4	-4%	-3%	22
CN(C)c1ccc(N=C/C=C2\N(C)c3ccccc3C2(C)C)cc1	0.3	5%	-11%	i	-23	-6%	0%	-6
CCOC(=O)Cc1csc(SCC(=O)Nc2ccc3[nH]c(=O)[nH]c3c2)n1	0.8	5%	i	i	50	-9%	-16%	3
COCCN(C(=O)CSc1n[nH]c(-c2ccccc2)n1)c1c(N)n(CC(C)C)c(=O)[nH]c1=O	-2.9	5%	10%	i	2	-2%	-15%	6
Cc1cc(F)ccc1N1CCC(N2CCN(CCC(C)C)C(CCO)C2)CC1 (stereo not drawn)	-0.9	1%	-28%	i	u	0%	11%	-9
CC(C)Cc1nnc(NC(=O)C2=COCCO2)s1	0.2	3%	-32%[inhibitor]	i	u	1%	17%	-5
OCCCn1c(-c2ccccc2)n[nH]c1=S	-3.2	6%	i	i	1	-2%	0%	0
COc1ccc(CCNC(=O)C2CCCN2C(=O)Nc2cccc(OC)c2)cc1 (stereo not drawn)	-1.3	7%	i	i	-2	0%	5%	2
COc1ccc(C2N=C(c3ccccc3)NC(c3ccccc3)=N2)cc1	0.6	7%	-10%[57.5 µM]	i	7	-1%	-3%	1
C/C(=N\NC(=O)c1ccc([N+](=O)[O-])c(C)c1)c1ccccc1Cl	-1.8	-2%	-27%	i	0	1%	0%	-25
CC1=C(C)CC(C(=O)NCCCN2CCCC2=O)C(C(=O)O)C1 (stereo not drawn)	-0.5	10%	i	i	12	-7%	4%	2
CC(C)CN(CC(C)C)C(=O)COn1nnc2ccc(S(=O)(=O)N3CCOCC3)cc21	-2.1	4%	-39%[inhibitor]	i	-20	1%	11%	-3
COc1ccccc1CC(NC(C)=O)C(=O)NC1CCN(C(=O)Nc2cccc(F)c2)CC1 (stereo not drawn)	-3.0	3%	i	i	3	0%	8%	4
c1ccc2sc(N3CCCCC3)nc2c1	-1.3	6%	-32%[inhibitor]	i	1	x	-5%	13

# Looked up by compound from the entries so far:
SMILES	CCT chaperon mod	EPAC2 agonist	PTHR1 ag	Akt phos inh	DRD3 antagonist	MmCpn inh	EPAC2 antagonist	D3 ag
c1ccc2sc(N3CCCCC3)nc2c1	-1.3	6%	-32%[inhibitor]	i	1	x	-5%	13
CCOC(=O)Cc1csc(SCC(=O)Nc2ccc3[nH]c(=O)[nH]c3c2)n1	0.8	5%	i	i	50	-9%	-16%	3

# (list continues)
SMILES	CCT chaperon mod	EPAC2 agonist	PTHR1 ag	Akt phos inh	DRD3 antagonist	MmCpn inh	EPAC2 antagonist	D3 ag
CCOc1cc(C=O)ccc1OCCn1c([N+](=O)[O-])cnc1C	0.1	4%	-34%[inhibitor]	i	11	-2%	-1%	-2
Cc1ccc(S(=O)(=O)NCCC(=O)NC2CCCC2)cc1	0.1	6%	i	i	-11	-1%	10%	6
OCc1ncc(-c2ccccc2)s1	1.9	-11%	i	i	-5	1%	-8%	-1
O=C(CCCN1C(=O)C2CC=CCC2C1=O)Nc1ccccc1Cl (stereo not drawn)	-1.6	13%	i	i	12	-7%	1%	8
CCc1nc2sc3ccccc3c(=O)c2c(=O)n1CCOC	-0.4	-1%	i	i	-16	1%	11%	-23
S=c1[nH]nc(-c2n[nH]c3c2CCC3)n1/N=C/C=C/c1ccccc1	-1.0	6%	-4%	i	-115*	2%	-7%	-6
COCCN1C=C2C(=O)C(C)(OC(=O)C3CCCC3)C(=O)C=C2C=C1c1ccsc1 (stereo not drawn)	-1.4	12%	11%	i	8	2%	-8%	12
O=C(Nc1ccccc1C(=O)NCCCN1CCOCC1)c1ccccc1	-0.6	11%	i	i	16	1%	5%	4
Cc1ccc2c(cnn2C(=O)CCC(=O)NC2CCCCC2)c1	-2.6	1%	i	i	-29	-6%	-9%	-5
Cc1cccc(-n2c(CNC(=O)Cc3ccccc3)n[nH]c2=S)c1	-0.3	-4%	-15%	i	6	0%	-7%	-6
COc1cc(/C=C2\C(=O)ON=C2c2ccccc2)cc(Br)c1O	0.2	-2%	-35%	i	-9	-3%	-18%	6
O=C(Nc1ccc(Cl)c(Cl)c1)N1CCC(N2CCCCC2)CC1	3.4	-9%	-2%[57.5 µM]	i	-18	1%	22%[57.1 µM]	-4
CCCS(=O)(=O)N1CCCC(C(=O)NCc2cccnc2)C1 (stereo not drawn)	-0.7	5%	-5%[57.5 µM]	i	-5	-1%	3%	4
